Assay outcomes: PubChem, several laboratories
SUMO1 PPI mod: SUMO1-SIM interaction modulation; P63165; SUMO1 binding to a labelled peptide, TR-FRET, 1 h; inhibition, % at 20 µM; 360,000 compounds, 0.33% hits; in the data active means inhibition above about 37%
NRP1-CendR mod: NRP-1/CendR interaction modulation. FAM-RPARPAR peptide binding to NRP-1, fluorescence polarization. inhibition, % at 25 µM. 360,000 compounds, 0.85% hits;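 active means inhibition or corrected inhibition above about 18%, plus a signal ratio from 0.5 to 1.5, limit read from the data, passing the limit was not always enough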; further: strong numbers were not always called active
Target sequence (O14786 whole entry, looked up): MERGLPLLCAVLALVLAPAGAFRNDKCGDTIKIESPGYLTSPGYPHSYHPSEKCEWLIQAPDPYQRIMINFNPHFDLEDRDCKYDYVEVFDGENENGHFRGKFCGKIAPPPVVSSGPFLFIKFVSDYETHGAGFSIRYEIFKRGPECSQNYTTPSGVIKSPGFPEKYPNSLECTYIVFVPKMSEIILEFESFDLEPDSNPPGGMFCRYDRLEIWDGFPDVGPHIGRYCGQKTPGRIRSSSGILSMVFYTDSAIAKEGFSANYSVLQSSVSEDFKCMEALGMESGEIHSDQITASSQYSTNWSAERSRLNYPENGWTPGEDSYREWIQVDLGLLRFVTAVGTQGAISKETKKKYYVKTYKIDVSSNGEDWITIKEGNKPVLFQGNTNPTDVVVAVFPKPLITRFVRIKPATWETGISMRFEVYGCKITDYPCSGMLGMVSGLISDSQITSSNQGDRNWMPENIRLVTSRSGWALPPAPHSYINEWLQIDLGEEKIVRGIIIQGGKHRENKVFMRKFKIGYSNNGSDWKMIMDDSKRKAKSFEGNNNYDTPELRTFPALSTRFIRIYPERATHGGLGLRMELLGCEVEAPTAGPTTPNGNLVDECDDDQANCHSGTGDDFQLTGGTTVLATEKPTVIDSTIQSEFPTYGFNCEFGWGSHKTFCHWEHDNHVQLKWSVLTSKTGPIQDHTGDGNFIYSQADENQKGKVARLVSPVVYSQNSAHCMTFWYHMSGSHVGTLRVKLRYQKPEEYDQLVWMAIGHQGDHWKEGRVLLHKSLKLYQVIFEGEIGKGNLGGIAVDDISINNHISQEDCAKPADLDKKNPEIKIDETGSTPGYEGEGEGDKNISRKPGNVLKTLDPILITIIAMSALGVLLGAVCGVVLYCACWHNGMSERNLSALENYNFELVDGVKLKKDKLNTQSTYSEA
Scp-1 inhibitor: Scp-1 (human) phosphatase inhibition; Q9GZU7; Recombinant Scp1, phosphopeptide, malachite green phosphate absorbance; inhibition, % at 20 µM; 340,000 compounds, 0.88% hits;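 active means inhibition above about 50% at 20 µM, limit read from the data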;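 further: plate controls were DMSO wells with enzyme for no effect and wells lacking enzyme for full effect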
Target sequence (Q9GZU7 76-261 limits assumed): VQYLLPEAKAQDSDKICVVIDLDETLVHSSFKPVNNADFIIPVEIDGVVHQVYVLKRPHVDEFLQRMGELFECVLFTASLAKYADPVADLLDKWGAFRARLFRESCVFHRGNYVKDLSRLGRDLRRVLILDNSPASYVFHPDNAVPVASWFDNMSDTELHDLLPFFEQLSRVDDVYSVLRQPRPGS
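Times: enzyme reaction 45 min at room temperature, colour 5 min, stabilisation 30 min. Material: SCP-1 catalytic fragment, aa 76-261. Medium: Acidic Tris acetate buffer with magnesium and detergent. Signal: colorimetric free-phosphate detection, absorbance 630 nm. Read-out basis: % inhibition of SCP-1 phosphate liberation. Reagent: Phosphorylated 17-residue peptide substrate.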
DNMT1 inh: DNMT1 (human) enzyme inhibition | P26358 | inhibition (reported as % activation of signal), % at 10 µM | DNMT1 molecular beacon, Hinp1I cleavage, fluorescence | 360,000 compounds, 0.83% hits; in the data active means inhibition above about 50%
eLon inh: E. coli protease La inhibition; purified E. coli Lon protease, fluorescence polarization; inhibition, % at 7.94 µM; AID 602123; 360,000 compounds, 0.42% hits; in the data active means inhibition above about 13%, passing the limit was not always enough;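 further: 0% = enzyme with probe and DMSO and 100% = no enzyme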
LMPTP block: LMPTP (human) inhibition. P24666. recombinant LMPTP-A, OMFP fluorogenic substrate, fluorescence intensity. inhibition, % at 20 µM. 360,000 compounds, 0.22% hits. AID 651560;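 active means compounds that cut the enzyme signal by at least half of the control window in the single-dose screen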;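 further: plate controls were DMSO wells with enzyme plus substrate for no effect and substrate without enzyme for full effect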
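Test system – LMPTP-A phosphatase enzyme · Quantity – 0.625 nM LMPTP-A final · Reagent – OMFP substrate, 400 µM final · Dosing – one test concentration per compound, 20 µM, with 3% DMSO overall · Timing – 50 min enzyme reaction at room temperature, protected from light · Detection – fluorescence intensity · Controls – substrate-only low control, DMSO enzyme-plus-substrate high control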
STEP inh: STEP (human) phosphatase inhibition; P54829; recombinant STEP, OMFP fluorogenic substrate, fluorescence; inhibition, % at 20 µM; 360,000 compounds, 0.25% hits; AID 588621;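 active means inhibition at 20 µM, scaled per plate between control wells, above about 37%, limit read from the data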;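 further: 0% = DMSO with enzyme and substrate and 100% = substrate only without enzyme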
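Test system: STEP tyrosine phosphatase / Reagent: OMFP at 25 µM / Doses: 20 µM, 1% DMSO / Read-out: percent inhibition scaled to no-enzyme and uninhibited-enzyme controls, plate-pattern corrected / Detection: FITC-channel fluorescence of OMFP product / Medium: Bis-Tris buffer pH 6.0, 2.5 mM DTT, 0.005% Tween 20 / Schedule: 20 min at room temperature, dark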
Tb MetRS inh: Trypanosoma brucei MetRS inhibition; purified T. brucei MetRS, ATP depletion, Kinase-Glo luminescence; inhibition, % at 11.9 µM; 360,000 compounds, 0.4% hits; AID 624268;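 active means inhibition above a per-plate cutoff of the control wells' mean inhibition plus 3 SD, cut at about 5.5% in these data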;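 further: 0% = DMSO wells median and 100% = median of wells with control inhibitor compound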
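technique = Kinase-Glo luminescence, ATP depletion format | system = purified MetRS (methionyl-tRNA synthetase) enzyme from Trypanosoma brucei | timing = 15 min preincubation, 2 h reaction, all 25 °C | evaluation = percent inhibition versus plate control medians | dosing = single dose, 11.9 µM final nominal, 0.9% final DMSO | also added = substrates ATP, L-methionine and bulk Escherichia coli tRNA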
MsrA inh: bovine MsrA inhibition; purified bovine MsrA, absorbance read-out; inhibition, % at 15.5 µM; 360,000 compounds, 0.75% hits; AID 651718; in the data active means inhibition above about 4.5%;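 further: 0% = vehicle wells with enzyme and 100% = reference inhibitor wells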
MsrA act: bovine methionine sulfoxide reductase A activation | purified bovine MsrA, absorbance read-out | activation, % at 10.6 µM | 360,000 compounds, 0.3% hits | AID 602163; in the data active means activation above about 7.5%;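 further: 0% = vehicle and 100% = reference activator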
The depositor's hits bear a star; x = no result given.

Each structure is followed by: SUMO1 PPI mod, NRP1-CendR mod, Scp-1 inhibitor, DNMT1 inh, eLon inh, LMPTP block, STEP inh, Tb MetRS inh, MsrA inh, MsrA act
- Nc1cc(N)nc(SCCOc2ccccc2)n1
 : 2, 22, 13, 6, 4, 0.5, -4, -0.8, -0.4, -13
- CC(=O)N1CCN(Cc2nc3cc(NC(=O)c4ccccc4)ccc3n2C)CC1
 : -1, 0, -2, 0, -5, -1.6, -1, -1.5, -1.1, -4
- CCC(OC(=O)c1cc2sccc2n1C)C(=O)NCC1CCCO1 (stereo unspecified)
 : 1, -6, 0, 0, -2, -1.2, -1, -1.4, -1.2, -12
- CC1CCCN(CC(=O)N2c3ccccc3Sc3ccccc32)C1 (stereo unspecified)
 : 1, 0, 11, 1, -8, 0.7, 0, -0.9, -0.2, -11
- Cc1nnc(SCC(=O)O)s1
 : 6, 7, -5, -1, 0, -2.7, 0, -0.4, 1.3, -1
- CCC(C)Sc1ccc([C@@H]2[C@H]3C(=O)N(CC)C(=O)[C@H]3[C@]3(C(=O)OC)CCCCN23)cc1 (stereo partly specified)
 : -1, -53, -5, -9, -28, 3.0, 2, -0.5, -0.4, -3
- COC(=O)C[C@@H]1C=C[C@@H](NC(C)=O)[C@@H](CO)O1
 : 4, -2, x, x, x, -2.2, x, -0.6, -1.0, x
- O=C(CCS(=O)(=O)c1ccc(Cl)cc1)N1CCN(S(=O)(=O)c2cccs2)CC1
 : 1, 2, -2, 1, -2, -0.1, 0, -0.4, -0.1, 1
- C/C(=N\NC(N)=O)C1CC(CC(C)C)C(=O)O1 (stereo unspecified)
 : 0, 9, -4, -1, 2, -1.5, -1, -1.0, 2.1, -6
- Cc1ccc(N2CC(C(=O)NCCN3CCOCC3)CC2=O)cc1 (stereo unspecified)
 : -5, 13, -2, 1, -2, -1.8, -1, -0.4, 0.0, -3
- COc1ccc(Nc2nc(-c3c[nH]c4ccccc34)cs2)cc1
 : 0, -32, 6, -48, -42, 0.6, 0, -0.4, 1.2, -5
- O=C(Cn1cc(C(F)(F)F)cc(Cl)c1=O)NCc1ccc(F)cc1
 : 5, 7, -7, 3, -2, -1.3, -2, -0.4, -0.9, 8
- CCN1CCN(CCCNC(=O)c2cc3c(=O)oc4ccc(C)cc4c3s2)CC1
 : -31, 16, -3, 3, -13, -3.2, -4, -0.1, 2.7, 0
- CCN1CCN(C(c2cccs2)C(C)NC(=O)C(=O)N2CCCCC2)CC1 (stereo unspecified)
 : -2, -1, -5, 2, 0, -1.7, 2, -0.5, -1.2, -5
- CCOC(=O)CC1=C(C(=O)OCC)C(c2ccc(OC)cc2OC)C(C#N)=C(N)O1 (stereo unspecified)
 : -15, 6, -2, 0, 3, -1.5, -3, -0.7, 0.5, 4
- COc1ccc(-c2nnc(-c3ccc(C)cc3)o2)cc1
 : 0, -1, -12, -1, 0, 0.2, -1, 0.9, -1.0, -2
- O=C(N/N=C/c1ccncc1)c1cnccn1
 : -17, 7, -11, -1, 2, -1.2, -1, 0.1, 1.0, -4
- Cn1c(=O)c2c(-c3ccccc3)n(-c3cccc(O)c3)cc2n(C)c1=O
 : -17, 6, x, -11, 18*, -0.5, -2, -0.4, 1.1, -4
- CCOC(=O)C1(C)CCCN1C(=O)c1sccc1C (stereo unspecified)
 : 1, 0, x, 3, -3, -0.1, -3, -0.2, 0.2, -3
- CCOc1ccc(/C=N/O)cc1
 : -1, -2, -2, 1, -9, -0.5, 0, -0.3, -0.2, -1
- CC1(C)CC(=O)C2=C(C1)OC(N)=C(C#N)C21CCN(Cc2ccccc2)CC1
 : 7, -20, -2, -8, -3, -0.6, -3, 0.1, 0.0, 1
- Cc1cccc(NC(=O)CNC(=O)CN2C(=O)NC3(CCc4ccccc43)C2=O)c1C (stereo unspecified)
 : 4, 13, 7, 9, -4, -1.0, -5, -0.7, -1.4, -11
- COC(C[C@H](O)[C@@H](C)[C@H](O)COCc1ccccc1)OC
 : -1, 2, 0, 6, -12, 0.5, -3, -0.2, -0.5, 0
- CCc1ccc(N(CC(=O)NCC2CCCO2)C(=O)CCC(=O)Nc2nccs2)cc1 (stereo unspecified)
 : 1, -3, -1, 5, -3, 1.2, 2, -0.7, 0.1, -6
- COc1ccc2c(c1)C(CC(C)=O)N(c1ccc(-c3cccs3)cc1)C(c1ccsc1)=C2 (stereo unspecified)
 : -5, -41, x, x, 2, 0.3, x, -1.3, 3.1, -4
- CCC(=O)Oc1ccc(C2NC(=O)c3ccccc3O2)cc1OC (stereo unspecified)
 : 2, 4, -7, 1, -13, -1.5, -4, -1.1, -0.1, -4
- Cc1c(Cl)cccc1N1C(=O)C2ON(c3ccccc3)C(c3cccnc3)C2C1=O (stereo unspecified)
 : 2, 1, 0, -2, -7, 0.0, 3, 0.6, -0.8, 1
- CC(NC(=O)c1c(N)[nH]c(C(=O)c2ccccc2)c1-c1ccccc1Br)c1cccc2ccccc12 (stereo unspecified)
 : 4, -26, x, x, -7, 1.3, x, -0.6, 2.5, -8
- CC(C)c1ccc(OCC(=O)N2CCc3ccccc3C2)cc1
 : -1, -7, 0, 3, 0, 2.9, 2, -0.7, -0.4, -2
- O=C1c2ccccc2C(=O)N1CCSc1nc2ccccc2c(=O)n1CCCN1CCOCC1
 : -4, 11, -9, -3, -4, 1.0, 0, 0.1, -1.5, 0
- CN(C)C(=O)c1cccc(-c2cnc3cccnn23)c1
 : -7, 14, x, 13, -7, -0.7, 2, 0.4, -0.6, -3
- N#Cc1ccccc1NC(=O)COC(=O)c1ccc2c(c1)OCCO2
 : 1, 6, 1, 1, 6, -0.1, -6, -0.2, 0.6, -2
- Cc1ccc(-c2cc(C(=O)N3CCN(c4ncccn4)CC3)c3ccccc3n2)cc1
 : -3, -11, 21, -14, -5, 0.4, -3, 0.0, 0.2, -2
- COc1ccc(OC)c(NC(=O)c2cnn(-c3ccccc3)c2C)c1
 : 7, -3, -5, 0, -2, 1.0, 0, -0.4, -0.9, 2
- O=C(O)c1c2c(nc3ccc(S(=O)(=O)N4CCC(C(=O)NCc5ccc(Cl)cc5)CC4)cc13)CCCC2
 : 17, -17, 6, -11, -14, 1.5, 4, 1.3, 1.1, -1
- C/C(=N\NC(=O)c1ccc2c(c1)OCO2)c1ccc2c(c1)OCO2
 : 10, 0, -4, 6, 7, -0.4, -1, -0.2, -1.0, 5
- CCn1c(CSc2nccn2C)nc2cc(C(=O)O)ccc21
 : 0, 1, -10, 1, 32*, -0.9, -3, -0.2, x, 2
- O=C(NCc1ccccc1)c1cnc(Cl)c(Cl)c1
 : 6, 1, -6, 0, -1, -0.5, 1, 0.3, 0.3, -1
- COc1cccc(NC(=O)C(NCC2CCCCC2)c2ccccc2)c1 (stereo unspecified)
 : -1, -5, 3, 4, 5, -0.3, 1, -2.8, 0.7, -14
- CCOC(=O)C1CCN(C(=O)/C=C/c2ccccc2)CC1
 : -2, -3, -1, 1, -8, -0.3, -1, -0.9, 0.5, -9
- O=C(NC1CCCCC1)C1(c2ccccc2)CC1(Cl)Cl (stereo unspecified)
 : 5, -5, 2, 4, -2, 1.1, 0, -0.4, -1.2, -1
- O=C(NCc1cccc(C(F)(F)F)c1)C1CCN(c2ncccn2)CC1
 : -4, -8, -11, -2, -2, -1.6, 0, -1.2, 0.1, -2
- CC(C)c1ccc(C2CC(=O)c3cnc(NC(=O)c4ccco4)nc3C2)cc1 (stereo unspecified)
 : -11, 4, -9, 2, -6, 1.2, 3, -0.4, -0.1, -1
- CCc1nc2nc(C)c(NS(=O)(=O)c3ccc(CC(C)C)cc3)c(=O)n2[nH]1
 : 7, -1, 10, 9, 9, 2.7, -3, -0.4, -0.8, -12
- Cc1ccc(S(=O)(=O)NCc2ccc(C(=O)N3CCN(c4ccccn4)CC3)cc2)cc1
 : 1, -10, 3, -3, -12, -0.5, 0, -0.9, -0.3, -5
- O=C(Nc1ccc2oc(-c3ccncc3)nc2c1)c1c(F)c(F)c(F)c(F)c1F
 : 0, 1, 5, -9, 10, -1.7, 1, 0.1, -0.9, -4
- CC(=O)c1cc(F)c(N2CCN(C(=O)COc3ccccc3F)CC2)cc1C
 : -1, 4, -5, 0, -6, 0.7, -2, -0.3, 0.3, -2
- COc1ccccc1CC(=O)N(CCC#N)CCC#N
 : -2, -26, -3, -2, 4, -0.2, -3, 0.2, -0.2, 1
- CN(C(=O)c1cccc(NC(=O)Cc2cccc(NC(=O)C3CCCN(C(=O)C4CCCCC4)C3)c2)c1)C1CCC1 (stereo unspecified)
 : 4, -7, -12, 0, -2, -1.9, -2, -0.9, -0.2, 1
- CC(C)Nc1nc(Cl)nc(NCCOc2ccccc2)n1
 : 3, -7, -5, 2, 7, 1.8, 0, 0.0, 1.4, -3
- Cc1cc(C)cc(N(C(=O)c2sc(C)nc2C)C(C(=O)NCc2ccco2)c2ccccc2)c1 (stereo unspecified)
 : -2, -8, -2, 4, 0, 1.0, 1, 0.3, 2.4, -2
- CCN1CCN(C(=O)c2ccc3c(c2)S(=O)(=O)c2ccccc2C3=O)CC1
 : -28, -4, -5, -1, 0, -0.7, 0, 1.6, -1.5, -2
- C(=N\n1cnnc1)/c1ccc(OC2CSC2)cc1
 : -5, 1, -4, 0, 3, -0.9, 1, -0.1, 0.2, -1
- COc1ccc(/C=C(/C(=O)N2CCCCC2C(=O)O)c2ccc(OC)c(OC)c2)cc1 (stereo unspecified)
 : 5, 0, 0, 7, -2, 0.2, -1, -0.6, 2.2, -16
- CCC(C(=O)Nc1nc(C)c(C)s1)c1ccccc1 (stereo unspecified)
 : 7, 7, -2, -1, 0, 2.4, 0, -0.2, 0.2, 1
- O=C1CCCC(O)=C1C(C#Cc1ccccc1)C1=C(O)CCCC1=O
 : -3, -4, 0, -6, 6, 1.9, 3, -0.7, x, -12
- O=C(C1CCCN1S(=O)(=O)c1cccc2cccnc12)N1CCc2ccccc21 (stereo unspecified)
 : 0, -20, -12, 2, -5, 0.1, 1, 0.0, 0.0, -1
- CC(NC(=O)CN1C(=O)NC(c2ccccc2)(c2ccccc2)C1=O)c1cccs1 (stereo unspecified)
 : -2, -32, 1, -3, 2, 0.6, -1, -0.7, -1.5, -10
- COc1ccc(C(=O)OCC(=O)Nc2ccc3[nH]c(=O)[nH]c3c2)c(OC)c1OC
 : 45*, 8, -4, -2, -1, -0.9, -2, 0.2, 1.5, 2
- COC(=O)[C@H](CC(C)C)NC(=O)CCc1nnc(COc2ccccc2)o1
 : -3, 2, 1, -3, 2, -0.4, 0, 0.1, 1.2, -2
- C=CCn1ccc(=NC=C(C#N)C#N)c2ccccc21
 : -28, -20, -4, 0, -23, -1.6, 1, 0.7, -0.5, -12
- NC(=O)Cn1nnc(-c2ccc(NC(=O)c3ccc(F)cc3)cc2)n1
 : 4, 1, -1, -1, 1, -1.6, 3, 0.0, -1.3, -4
